M1 PAM parental – M1 PAM counterscreen hit in parental CHO-K1 cells; hit rate 0.02% among 360,000; AID 602247; ATP EC20, Fluo-8 calcium fluorescence; 0% at ATP EC20, 100% at ATP max; activation, % at 3 µM;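 active = activation above the run cutoff, the mean activation of all test compounds plus 3 SD, cut at about 40% in these data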;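 also: peak over basal fluorescence ratio in a 140 s read after ATP addition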
TAAR1 antag – antagonists of human TAAR1; Q96RJ0; CHO RD-HGA16 TAAR1, Fluo-8 calcium fluorescence, antagonist; inhibition, % at 3 µM; hit rate 1.5% among 360,000;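 active = inhibition above a per-plate cutoff, the mean inhibition of test compounds on that plate plus 3 SD, cut at about 49% in these data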;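 also: 0% = DMSO plus EC80 beta-PEA response and 100% = DMSO alone without agonist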
Target sequence (Q96RJ0 whole entry, looked up): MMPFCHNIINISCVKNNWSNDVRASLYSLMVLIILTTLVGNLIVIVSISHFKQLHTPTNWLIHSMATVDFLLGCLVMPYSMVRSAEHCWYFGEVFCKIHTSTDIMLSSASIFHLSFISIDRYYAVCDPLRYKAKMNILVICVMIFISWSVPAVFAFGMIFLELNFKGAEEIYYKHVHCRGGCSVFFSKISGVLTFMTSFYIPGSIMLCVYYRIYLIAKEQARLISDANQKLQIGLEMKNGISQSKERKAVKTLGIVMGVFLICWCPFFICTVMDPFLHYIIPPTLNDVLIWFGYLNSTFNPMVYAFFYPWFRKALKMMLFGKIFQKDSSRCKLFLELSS
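Assay system: CHO-derived RD-HGA16 cells stably expressing human TAAR1 plus Gα16. Timing: 140 s kinetic read after compound, 140 s after agonist. Technique: kinetic Fluo-8 calcium fluorescence measurement. Measure: % inhibition of agonist calcium response.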
OXTR potentiator – potentiators of human oxytocin receptor | P30559 | hit rate 0.061% among 320,000 | activation, % at 3 µM | CHO-OTR cells, Fluo-8 calcium fluorescence, potentiator mode; 0% = oxytocin EC15, 100% = EC100;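 active = activation above that plate's cutoff, the mean activation of tested compounds plus 3 SD, cut at about 6.6% in these data, passing the limit was not always enough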;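 also: 100% uses oxytocin at 75 nM as the full agonist control; some results filed as inactive read as strong as hits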
Target sequence (P30559 whole entry, looked up): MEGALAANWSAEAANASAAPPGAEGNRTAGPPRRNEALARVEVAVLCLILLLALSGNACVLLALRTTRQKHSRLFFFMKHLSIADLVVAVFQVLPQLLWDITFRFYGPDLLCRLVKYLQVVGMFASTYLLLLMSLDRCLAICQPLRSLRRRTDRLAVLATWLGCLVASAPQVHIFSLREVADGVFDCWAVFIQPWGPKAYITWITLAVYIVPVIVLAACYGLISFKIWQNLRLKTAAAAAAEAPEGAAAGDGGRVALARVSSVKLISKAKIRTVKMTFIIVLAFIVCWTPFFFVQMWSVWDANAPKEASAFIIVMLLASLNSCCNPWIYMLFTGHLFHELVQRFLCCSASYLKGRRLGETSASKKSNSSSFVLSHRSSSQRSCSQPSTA
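Assay system: CHO cell line stably expressing human OTR. Reagent: EC15 oxytocin agonist. Dosing: single dose, 3.0 µM nominal final compound concentration. Timing: compound 6 min at room temperature before oxytocin, 100 s read. Signal: kinetic Fluo-8 calcium fluorescence. Controls: oxytocin EC15 low and EC100 high.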
CHO-K1 Ca antag – M1 antagonist counterscreen hit in parental CHO-K1 cells. hit rate 0.6% among 360,000. inhibition, % at 3 µM. ATP-induced calcium, Fluo-8 fluorescence;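 active = inhibition above a per-plate cutoff, the plate's mean sample inhibition plus 3 SD, cut at about 24% in these data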;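 also: 0% = DMSO plus EC80 ATP and 100% = DMSO alone without ATP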
CHRM1 agonist – agonists of human M1 muscarinic receptor; CHO-K1 hM1, Fluo-8 calcium fluorescence, agonist mode; 0% DMSO, 100% acetylcholine EC100; activation, % at 3 µM; hit rate 0.33% among 360,000;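 active = activation above the run's mean compound activation plus 3 SD, cut at about 16% in these data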;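 also: peak over basal fluorescence ratio within a 140 s kinetic read after compound addition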
TAAR1 ag – agonists of human TAAR1; CHO RD-HGA16 TAAR1, Fluo-8 calcium fluorescence; vehicle wells 0%, saturating PEA agonist 100%; activation, % at 3 µM; hit rate 0.99% among 360,000; AID 624467;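 active = activation above the mean activation of all test compounds in the run plus 3 SD, cut at about 38% in these data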
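Signal – calcium-sensitive Fluo-8 signal, excitation 470-495, emission 515-575 nm · System – RD-HGA16 (CHO) cells co-expressing Gα16 and hTAAR1 · Incubation – 17-24 h seeding, 75 min 37 °C dye, 30 min RT · Compound dosing – 3 µM single concentration · Repeats – no replicates (n 1)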
M1 ag parental – M1 agonist counterscreen hit in parental CHO-K1 cells; Fluo-8 calcium fluorescence; scaled to maximal ATP response, vehicle zero; activation, % at 3 µM; hit rate 0.48% among 360,000; in the data active = activation above about 15%;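 also: untransfected CHO-K1 host cells lacking M1 receptor as counterscreen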
CHRM1 antagonist – blocks human M1 muscarinic receptor; P11229; CHO-K1 hM1, Fluo-8 calcium fluorescence, ACh EC80 antagonist; inhibition, % at 3 µM; hit rate 1.3% among 360,000;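 active = percent inhibition above its own plate's cutoff, namely the mean of that plate's compound wells plus 3 SD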;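 also: peak over basal fluorescence ratio during 140 s after agonist addition; 0% = ACh EC80 plus DMSO and 100% = DMSO alone without agonist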
CHO parental Ca – counter-screen for OX1R antagonists: effect in parental CHO cells | parental CHO-K1, ATP-induced calcium, Fluo-8 fluorescence | inhibition, % at 5.6 µM | hit rate 0.63% among 330,000 | AID 463079;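 active = inhibition above that plate's mean sample inhibition plus 3 SD, cut at about 26% in these data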;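 also: 0% = ATP-challenged DMSO wells and 100% = DMSO wells without ATP; some compounds past the cut are filed as inactive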
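Material: parental CHO cells / Compound: single nominal dose of 5.6 µM per compound / Signal: Fluo-8 fluorescence / Replicates: singlicate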
* = called active by the depositor; . = no result given.

SMILES	M1 PAM parental	TAAR1 antag	OXTR potentiator	CHO-K1 Ca antag	CHRM1 agonist	TAAR1 ag	M1 ag parental	CHRM1 antagonist	CHO parental Ca
COc1ccc([N+](=O)[O-])cc1NC(=S)NC(C)=O	14	-5	-4	-7	-5	7	0.3	-9	-2
COc1cccc(CN(C)C(=O)c2ccccc2Sc2ccccc2C#N)c1OC	4	1	.	-5	1	9	4.3	-3	.
CCN1C(=O)[C@H]2[C@@H](c3ccc(Cl)cc3)N3C(=O)CN(Cc4ccccc4)C(=O)[C@@]3(C)[C@H]2C1=O	-11	-3	-4	-4	-1	6	-0.3	7	-14
CCCCNc1nc2sc3c(c2c(=O)n1-c1cccc(Cl)c1)CCN(C)C3	-18	1	-11	4	-8	0	-0.1	-5	-17
COc1ccc(NC(=O)C23CC4CC(C2)CC(c2ccc(C)cc2)(C4)C3)cc1	13	-17	-9	-5	-10	2	0.1	-3	-17
CC[C@]12c3[nH]c4cc(-c5ccco5)ccc4c3CCN1C(=O)[C@@H](CC(=O)NCc1cccc(C(F)(F)F)c1)C[C@@H]2C(=O)N1CCN(C(=O)c2ccco2)CC1	16	-17	.	-7	-5	1	0.0	-13	-20
CCOCCCn1c(=N)c(S(=O)(=O)c2ccc(C)cc2)cc2c(=O)n3cc(C)ccc3nc21	0	-4	-21	-8	-7	0	-0.2	-8	-8
CCOC(=O)/C(C#N)=C/c1cn(CCC(=O)O)nc1-c1cccc(Cl)c1	-12	-32	-7	-11	1	0	-0.4	-9	-1
COc1ccc(C(=O)N2CC(c3ccccc3)CC2=O)cc1 (stereo not given)	17	4	-4	-7	-2	1	1.1	-4	-11
COc1ccc(S(N)(=O)=O)cc1-c1nnc2c3ccccc3c(C)nn12	9	-4	-9	-1	-1	3	0.1	-6	-13
COc1ccc(OCC(=O)N/N=c2\oc3c(OC)cccc3cc2C(N)=O)cc1	-4	0	-4	19	-2	8	0.2	-6	0
Cc1ccc(NC(=O)CCCSc2ccccc2)cc1S(=O)(=O)N1CCOCC1	4	27	-6	-14	-5	5	13	4	-2
O=C(CN1C(=O)c2ccccc2C1=O)NCc1ccccn1	1	-7	-5	2	2	2	0.0	2	-2
COc1ccc(C(CC(=O)O)NC(=O)COc2ccccc2)cc1 (stereo not given)	20	3	-2	-3	-2	8	0.9	-25	2
O=C(CSc1nnc(-c2ccncc2)n1CC1CCCO1)NCc1ccccc1 (stereo not given)	11	-12	-8	10	0	8	-0.4	-15	1
Cc1cc(=O)[nH]c(SCC(=O)c2ccc(F)c(C)c2)n1	12	-18	0	-6	-2	3	1.1	-24	-17
COc1ccc(-n2ccnc2SCC(=O)Nc2ccc(OC)cc2OC)cc1	9	6	-13	-12	0	17	2.0	-10	-25
CC(C)(COC(=O)C(c1ccccc1)c1ccccc1)CN1CCOCC1	9	46	.	-16	-9	3	-0.6	7	.
CC(C)c1ccc(NC(=S)Nc2ccc3[nH]c(=O)[nH]c3c2)cc1	-18	0	0	12	-6	0	-0.3	-8	-5
C[C@@H]1NC(=O)[C@H](CCC(=O)O)NC(=O)c2cc([N+](=O)[O-])cc(F)c2NCCC[C@@H](C(N)=O)NC1=O	3	4	-1	1	-3	1	0.5	14	7
Cc1c(NC(=O)c2cc(-c3ccc(Cl)cc3)on2)c(=O)n(-c2ccccc2)n1C	4	11	-9	4	-8	-3	0.7	9	-11
Cc1c(C(=O)OC/C(O)=C(\C#N)c2nc3ccccc3[nH]2)oc2ccc(Br)cc12	15	-21	10	-10	-2	0	0.8	-14	-8
Nc1ccc(C(=O)Nc2cccc3ncccc23)cc1	-13	-1	-1	0	2	0	-0.3	-7	3
Cc1nn(Cc2noc(C(=O)NCc3ccccn3)n2)c(C)c1Br	-3	-16	0	-6	-3	1	0.7	-8	-1
N#Cc1ccc(N2CCCC2C(=O)O)c([N+](=O)[O-])c1 (stereo not given)	-6	3	-6	10	-2	2	-0.1	-15	5
(more compounds)
SMILES	M1 PAM parental	TAAR1 antag	OXTR potentiator	CHO-K1 Ca antag	CHRM1 agonist	TAAR1 ag	M1 ag parental	CHRM1 antagonist	CHO parental Ca
COc1cc(C(=O)NNC(=O)c2cc(=O)[nH]c3ccccc23)cc(OC)c1OC	2	-28	0	12	-2	0	1.0	-6	2
Nc1ccc(N2CCN(c3ccccc3)CC2)c(F)c1	26	14	-18	-12	-2	14	1.9	-13	10
O=c1c2ccccc2nc(CSc2nnnn2-c2ccccc2)n1-c1ccccc1Cl	-2	-29	3	-4	-2	7	0.1	-25	-19
COc1cc(OC)cc(C(=O)OCC(=O)Nc2ccc(F)cc2F)c1	3	-15	5	-13	-3	1	-0.1	8	-4
COc1cc(C)c(CNC2CCCCC2)cc1C	-6	-2	2	-9	-6	4	-0.3	-12	-10
OCCC1CN(Cc2cc3c(cc2Cl)OCO3)CCN1C1CCCCC1 (stereo not given)	1	6	0	2	-11	1	0.0	13	-9
CN(CC(=O)Nc1ccccc1C(F)(F)F)C(=O)c1cccc(-n2cccc2)c1	-15	-27	7	9	3	2	-0.1	-13	-12
O=C(NC1=C(Nc2ccc(F)cc2)C(=O)c2ccccc2C1=O)c1ccc(Cl)cc1	-4	-17	-4	9	-7	-1	2.8	7	-19
CN(CC(=O)Nc1ccc(F)cc1)C(=O)COC(=O)c1cc([N+](=O)[O-])ccc1N1CCOCC1	1	.	-12	-4	1	.	-0.1	-10	-4
CC(=O)c1cc2c(cc1NS(=O)(=O)c1ccccc1C)OCO2	.	2	-5	.	.	12	.	.	-8
FC(F)(F)c1ccc(Oc2ccc(Cl)cc2Br)nc1	8	-4	-13	-4	-5	2	0.1	-5	0
COC(=O)c1sccc1NC(=O)Nc1cccc(F)c1	1	8	-4	2	-9	6	-0.1	-5	-12
COc1ccc(-c2csc(COC(=O)C(C)(C)C)n2)cc1	5	8	-7	-12	0	17	1.3	-15	-18
CCCCn1cnc(C(=O)OCC)c1N	17	-5	-1	-11	-10	6	0.3	-9	6
CCN(CC(=O)Nc1ccc(NC(C)=O)cc1)C(=O)C1CCCC1	-8	5	0	-11	-6	0	0.2	-1	-3
Cc1[nH]c(=S)[nH]c(=O)c1CCOc1ccccc1	-2	0	-7	-2	0	6	-0.1	-17	-8
CCCCn1c(N)c(N(CCOC)C(=O)C(C)N2C(=O)c3ccccc3C2=O)c(=O)[nH]c1=O (stereo not given)	-12	4	2	-8	0	7	1.0	-10	-10
O=C(c1ccc(F)cc1)N1CCN(Cc2ccccc2)CC1	-8	-16	-4	5	-5	3	-0.6	-15	9
COc1cccc(NC(=O)C(=O)N/N=C/c2ccc3c(c2)OCO3)c1	10	-36	0	-13	-4	3	1.0	-2	-14
CC(C)C(=O)Nc1ccc(NC(=O)c2ccc3c(c2)OCO3)cc1	-11	2	3	5	2	4	-0.7	9	-10
COc1ccc(CNC(=O)COC(=O)[C@H](Cc2c[nH]c3ccccc23)NC(=O)c2cccs2)cc1	9	7	-15	5	-1	4	2.2	3	12
COc1ccc(Br)c(-c2nnc(CS(=O)(=O)c3ccccc3)o2)c1	8	5	-3	-6	-2	-1	2.2	-8	-12
Cc1cccc(NC(=O)NCC(F)(F)F)n1	21	3	3	-14	-3	8	1.5	-7	-1
CCn1ncc(S(=O)(=O)N2CCN(c3cccc(OC)c3)CC2)c1C	6	-7	-3	1	-3	3	0.7	21	-16
O=[N+]([O-])c1ccc(N(CC2CO2)S(=O)(=O)c2ccccc2)cc1 (stereo not given)	-14	5	-5	-2	-10	-3	0.6	-9	6
The results go on:
SMILES	M1 PAM parental	TAAR1 antag	OXTR potentiator	CHO-K1 Ca antag	CHRM1 agonist	TAAR1 ag	M1 ag parental	CHRM1 antagonist	CHO parental Ca
CCOC(=O)c1c(NC(=O)CSc2nnc(-c3cccnc3)o2)sc(C)c1C	5	-17	-3	0	-2	4	0.2	-17	-11
O=C(NCCc1ccccc1)[C@@H]1CC=C[C@@H]2CCN(C3CCCCC3)C(=O)[C@@H]21	-14	1	0	-12	-2	9	-1.0	0	-21
Cc1nc(SCC(=O)NC2CCS(=O)(=O)C2)c2c3c(sc2n1)CCC3 (stereo not given)	9	-5	8	-10	-3	1	0.8	-12	-15
CCc1ccc(OCC(=O)Nc2ccc(-c3nc4ccccc4o3)c(O)c2)cc1	19	0	-10	-10	-4	14	0.9	-10	-13
O=S(=O)(NCCc1ccccn1)c1ccc(F)c(F)c1	11	10	-14	-9	-5	0	0.7	-9	-14
O=C(Nc1cccc(Cl)c1N1CCCCC1)c1ccc(N2CCOCC2)c([N+](=O)[O-])c1	31	6	2	-13	-1	1	1.1	-12	-12
CC(C)NC(=O)c1sc(=S)n2c1[nH]c(=O)c1ccc(C(=O)NCCc3ccc(Cl)cc3)cc12	-16	3	-6	-2	2	1	0.0	-4	9
Cc1c(Cl)cccc1NC(=O)C1CCN(c2cnccn2)CC1	-7	-16	-4	-13	-3	1	0.1	4	-5
O=c1c2ccccc2c(C=Nc2ccc(Cl)cn2)c(O)n1-c1cc(Cl)ccc1N1CCOCC1	11	-13	-9	-6	-2	1	0.5	-17	-26
C=CCN1C=C/C(=C\C=C(C#N)C#N)c2ccccc21	11	29	-9	-6	-2	66*	6.4	-1	19
CCC(C)N=C1SCC(C)(/C=N/O)S1 (stereo not given)	15	3	-6	-7	-5	-1	0.7	-8	-11
N/C(=N\c1nc2ccccc2o1)NC(=O)c1cccc(Br)c1	0	-30	-3	0	-3	1	0.2	8	-1
CSc1nc2sc3c(c2c(=O)n1C)CCC(C)C3 (stereo not given)	8	12	-2	-19	-6	1	0.0	10	-19
CC1CN(C(=O)C(C)Sc2nnnn2C)CC(C)O1 (stereo not given)	17	-25	0	-17	-5	3	1.2	2	-13
COc1ccc(C(C(=O)NCC2CCCO2)N(C(=O)CNC(=O)c2cccs2)c2ccc(NC(C)=O)cc2)cc1OC (stereo not given)	15	4	1	-1	-7	0	0.6	-2	-7
COc1cccc(CN2CCCC(CNC(=O)c3ccc(F)cc3)C2)c1OC (stereo not given)	17	2	-13	-3	-11	2	0.4	9	-20

Reprinted at random: five compounds from above.
SMILES	M1 PAM parental	TAAR1 antag	OXTR potentiator	CHO-K1 Ca antag	CHRM1 agonist	TAAR1 ag	M1 ag parental	CHRM1 antagonist	CHO parental Ca
O=S(=O)(NCCc1ccccn1)c1ccc(F)c(F)c1	11	10	-14	-9	-5	0	0.7	-9	-14
O=C(Nc1cccc(Cl)c1N1CCCCC1)c1ccc(N2CCOCC2)c([N+](=O)[O-])c1	31	6	2	-13	-1	1	1.1	-12	-12
CC(C)NC(=O)c1sc(=S)n2c1[nH]c(=O)c1ccc(C(=O)NCCc3ccc(Cl)cc3)cc12	-16	3	-6	-2	2	1	0.0	-4	9
CCC(C)N=C1SCC(C)(/C=N/O)S1 (stereo not given)	15	3	-6	-7	-5	-1	0.7	-8	-11
CCc1ccc(OCC(=O)Nc2ccc(-c3nc4ccccc4o3)c(O)c2)cc1	19	0	-10	-10	-4	14	0.9	-10	-13

Screens from PubChem.
